Source: PubChem (National Center for Advancing Translational Sciences (NCATS))
TGFb inhibitor: qHTS for Inhibitors of TGF-b | HepG2 CAGA-GFP TGF-b/SMAD3 reporter, GFP fluorescence, 18 h; TGF-beta stimulated, 500 pg/mL final | Potency, µM (highest dose often 46.1 µM), without a hit: top-dose activity, negative = inhibition, hits mostly inhibitors | 410,000 tested, 1.2% active | AID 588855, 2011; note: potency is the fitted concentration of half-maximal effect; % is set by controls: 0 for no effect and ±100 for the full control effect; nearly all actives have a fitted effect of over 65% in size
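TGF-beta reporter screen: HEPG2 CAGA-GFP, 1% FBS, 500 pg/mL TGF-beta final, 18 h; per-cell GFP summed per well; curves fitted and categorized by class.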
MmCpn inh: Inhibitors of TCP-1 ring complex (TRiC) of Methanococcus maripaludis (MmCpn): qHTS | 330,000 tested, 0.031% active | Potency, µM (doses to about 76.9 µM), without a hit: at the highest dose activity, negative = inhibition, most hits filed as inhibitors | Chaperonin Mm-Cpn (Methanococcus maripaludis) | purified Mm-Cpn ATPase, ADP Transcreener TR-FRET; note: potency is the fitted concentration of half-maximal effect; % is set by controls: 0 for no effect and ±100 for the full control effect; nearly all actives have a fitted effect of over 80% in size
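TR-FRET (320 nm excitation; 590 and 665 nm emission) reports ADP made from 10 uM ATP by 25 nM enzyme; compounds were preincubated 10 min, reaction run 30 min, both at 37°C.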
A549 tox: Nrf2 qHTS screen for inhibitors: counterscreen for cytotoxicity | AID 504648, 2011 | A549 ARE-Fluc cells, CellTiter-Fluor viability, 18-24 h | 390,000 tested, 0.16% active | Potency, µM (series often up to 46 µM), for inactives: top-dose activity change, negative = cytotoxicity, usual class: inhibitors; note: potency is the fitted concentration of half-maximal effect; % is set by controls: 0 for no effect and ±100 for the full control effect
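A549 ARE-Fluc cells in 5% FBS OPTI-MEM, 5000 cells/well, rested 2 h then exposed to compounds in concentration-response for 18-24 h at 37 °C. Viability by CellTiter-Fluor fluorescence (Ex 405/Em 525) after 30 min; luciferase luminescence (BugLite, 15 min, RT) read afterwards.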
EPAC2 antagonist: qHTS for Antagonist of cAMP-regulated guanine nucleotide exchange factor 2 (EPAC2): primary screen; 360,000 tested, 0.18% active; Rap guanine nucleotide exchange factor 4 (Homo sapiens), Q8WZA2; EPAC2 GEF exchange of Rap1B-BODIPY-GDP, fluorescence; Potency, µM (highest dose often 114 µM), inactives show top-dose activity, negative = inhibition, usual class: inhibitors; note: potency is the fitted concentration of half-maximal effect; % is set by controls: 0 for no effect and ±100 for the full control effect; nearly all actives have a fitted effect of over 45% in size; many of its hits are not listed in these tables
Target sequence (Q8WZA2 whole entry, looked up): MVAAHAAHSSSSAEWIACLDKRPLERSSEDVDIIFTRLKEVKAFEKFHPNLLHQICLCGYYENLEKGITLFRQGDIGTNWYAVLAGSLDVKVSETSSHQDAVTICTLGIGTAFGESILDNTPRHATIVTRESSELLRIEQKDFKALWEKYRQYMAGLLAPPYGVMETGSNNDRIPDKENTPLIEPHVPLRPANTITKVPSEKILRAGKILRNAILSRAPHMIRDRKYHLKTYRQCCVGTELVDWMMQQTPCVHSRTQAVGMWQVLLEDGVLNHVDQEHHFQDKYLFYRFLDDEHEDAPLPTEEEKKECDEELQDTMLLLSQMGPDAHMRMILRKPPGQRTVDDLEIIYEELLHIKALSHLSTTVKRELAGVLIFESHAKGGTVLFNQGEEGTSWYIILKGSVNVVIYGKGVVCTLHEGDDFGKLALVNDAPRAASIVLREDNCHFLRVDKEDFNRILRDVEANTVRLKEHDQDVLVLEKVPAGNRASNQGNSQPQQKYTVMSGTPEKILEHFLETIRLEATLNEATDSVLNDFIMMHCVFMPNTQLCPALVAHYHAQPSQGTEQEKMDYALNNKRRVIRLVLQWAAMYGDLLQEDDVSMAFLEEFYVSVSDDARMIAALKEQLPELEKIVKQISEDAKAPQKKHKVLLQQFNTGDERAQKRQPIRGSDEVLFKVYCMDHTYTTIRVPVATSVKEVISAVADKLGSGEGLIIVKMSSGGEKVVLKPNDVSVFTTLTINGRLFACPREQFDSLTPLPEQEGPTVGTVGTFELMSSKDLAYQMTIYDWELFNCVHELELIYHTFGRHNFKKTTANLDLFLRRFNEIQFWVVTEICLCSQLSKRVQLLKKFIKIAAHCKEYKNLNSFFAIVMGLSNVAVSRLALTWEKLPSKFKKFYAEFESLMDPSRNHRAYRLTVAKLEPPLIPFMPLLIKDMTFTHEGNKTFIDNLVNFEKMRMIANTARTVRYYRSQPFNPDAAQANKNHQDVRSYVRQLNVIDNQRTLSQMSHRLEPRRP
EPAC2 ag: qHTS for Agonist of cAMP-regulated guanine nucleotide exchange factor 4 (EPAC2): primary screen | Potency, µM (series often up to 154 µM), inactives show at the top dose activation, usual class: activators | EPAC2 activation, biochemical qHTS; response scale: 100% = 6.5 mM cAMP response | 360,000 tested, 0.079% active | AID 720711, 2013 | Rap guanine nucleotide exchange factor 4 (Homo sapiens), Q8WZA2; note: potency is the fitted concentration of half-maximal effect; nearly all actives have a fitted effect of over 50% in size
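Nucleotide exchange monitored as fluorescence drop when BODIPY-GDP leaves Rap1B. Reaction: 100 nM EPAC2, 250 nM RAP1B-BODIPY-GDP, 50 uM GDP, room temperature, kinetic read over 30 min. Activity expressed relative to 6.5 mM cAMP.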
Nrf2 inh: Nrf2 qHTS screen for inhibitors; A549 ARE-Fluc reporter, luciferase luminescence, 18-24 h; Potency, µM (top dose mostly 46 µM), for the others: top-dose activity change, negative = inhibition, usual class: inhibitors; 360,000 tested, 2.1% active; AID 504444, 2011; note: potency is the fitted concentration of half-maximal effect; % is set by controls: 0 for no effect and ±100 for the full control effect; nearly all actives have a fitted effect of over 60% in size
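A549 ARE_Fluc cells (5000/well, 5% FBS OPTI-MEM) pre-incubated 2 h, then treated with compounds 18-24 h at 37C/5% CO2 in concentration-response. CellTiter-Fluor viability read first; BugLite luciferase luminescence after 15 min at room temperature gives Nrf2 activity.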
CCT modulator: High-Throughput Screening for Modulators of Cytosolic Chaperonin Activity; purified chaperonin ATPase assay, HTRF ADP detection, 30 min; activity change, % (no concentration beside the values), hits read low; 360,000 tested, 0.3% active; AID 651819, 2012; in the data active = activity change below about -30%; note: % is set by controls: 0 for no effect and ±100 for the full control effect
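TRiC (40 or 20 nM final, by batch activity) in 30 mM Tris pH 7.4, 100 mM KCl, 5 mM MgCl2, 1 mM DTT was treated with compound at 76 uM single dose, then 10 uM ATP, 30 min at 37 °C. ADP was read by HTRF Transcreener.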
Akt phos inh: HTS Assay for Inhibitors of Akt Phophorylation: Primary Screen; Neuro2A IGF-stimulated pAkt S473 HTRF, 20 min; active compounds read low; activity change, % for hits at 50 µM; 360,000 tested, 0.32% active; AID 651550, 2012; in the data active = activity change below about -80%; inconclusive = mostly about -51% to -80%; note: % is set by controls: 0 for no effect and ±100 for the full control effect
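Neuro2A cells in DMEM with 0.5% FBS, overnight at 37 deg C, given compound at single 50 µM final, then IGF (6 nM final) for 20 min at 37 deg C. Lysed; phospho-Akt Ser473 by HTRF after 24 h, 665/615 ratio.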
Nrf2 activator: qHTS of Nrf2 Activators; AREc32 ARE-luciferase reporter (MCF7-derived line), luminescence, 24 h; Potency, µM (series often up to 46.1 µM), for the others: at the top dose activation, usual class: activators; 410,000 tested, 0.31% active; note: potency is the fitted concentration of half-maximal effect; % of control where 0% means no effect; nearly all actives have a fitted effect of over 65% in size
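ARE-driven firefly luciferase activity in AREc32 cells measured after a 24 hr compound exposure at 37 deg C, using Steady-Glo reagent and a 30 min room-temperature hold.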
* marks the source's active call; other numbers are inactive results; i = inactive; ? = inconclusive; . = no result given; & = joins results of further samples; [ ] = another dose, or the depositor's remark. Unless noted, calls come from the whole dose curve; as a rule, active = well fitted curve in the direction sought with a large enough effect; inconclusive = small, poorly fitted or top-dose-only effect, or another doubt; inactive = no such curve, though single readings can be large; an effect the other way counts as inactive or inconclusive. Only part of the results is shown (hit frequency here may not be typical).

no.	SMILES	CCT modulator	EPAC2 ag	Nrf2 inh	TGFb inhibitor	MmCpn inh	A549 tox	Akt phos inh	EPAC2 antagonist	Nrf2 activator
1	O=C(C(Cc1ccccc1)n1cccc1)N1CCN(C2CCCCC2)CC1 (configuration not stated)	0.5	0%	2%	-30%	0%	-5%	i	-11%	-0.6%
2	CC1=CSC2=NC(C(F)(F)F)(C(F)(F)F)NC(=O)N12	-4.5	2%	11%	-8%	-5%	0%	i	-9%	-0.3%
3	CCCCN(Cc1ccccc1)S(=O)(=O)c1ccc2c(c1)CC(C)N2C(=O)CC (configuration not stated)	.	.	6%	?	.	26%	.	.	-0.6%
4	COC(=O)c1ccccc1NC(=O)Cn1c(=O)cc(C)c2c(C)nn(-c3cccc(Cl)c3C)c21	.	.	19%	-4%	.	-1%	.	.	0.1%
5	O=C(Nc1ccc(Cl)c(Cl)c1)Nc1ccon1	0.3	-8%	1%	?	3%	-16%	i	-3%	6.2%
6	Cc1ccc(NC(=O)CSc2nc3ccccc3c(=O)n2CC2CCCO2)cc1 (configuration not stated)	-0.2	-5%	-13%	2%	1%	-8%	i	2%	-0.3%
7	COC(=O)c1c(NC(=O)c2cc(=O)c3ccc(C)c(C)c3o2)sc2c1CCCC2	.	.	11%	0%	.	4%	.	.	0.5%
8	CC(=O)NC(c1ccccc1)c1cccnc1 (configuration not stated)	-2.4	7%	2%	-4%	1%	17%	i	-4%	-0.2%
9	COC(=O)[C@@H](Cc1ccccc1)NC(=O)/C=C/[C@H]1O[C@@H](n2cnc3c(NC(=O)c4ccccc4)ncnc32)[C@H](O)[C@@H]1O	-2.1	6%	.	20%	.	.	i	-3%	-1.3%
10	CC1(c2ccc(OC(F)F)cc2)NC(=O)N(CC(=O)Nc2ccc(F)cc2)C1=O (configuration not stated)	1.1	5%	?	-1%	0%	-6%	i	-21%	-0.1%
11	CCC(=O)N1N=C(c2ccccc2)CC1c1ccccc1 (configuration not stated)	-2.1	-2%	1%	32%[activator]	-2%	-14%	i	-4%	3.6%
12	Cc1ccc(S(=O)(=O)c2nc(-c3cccs3)oc2SCc2ccc(F)cc2)cc1	.	.	-13%[9.27 µM]	-2%	.	-1%	.	.	0.5%
13	CC(=O)Nc1ccc(NC(=O)c2ccccc2Br)cc1	-0.7	7%	.	7%	.	.	i	12%	-1.3%
14	COc1ccc([N+](=O)[O-])cc1-n1cnnn1	-2.4	9%	8%	-16%	-1%	0%	i	-1%	-0.7%
15	CCOC(=O)Nc1ccc2c(c1)N(C(=O)CN1CCN3CCCC3C1)c1ccccc1CC2 (configuration not stated)	0.6	13%	-6%	-1%	-11%	.	i	8%	0.0%
16	CC(NC(=O)COc1ncnc2cc([N+](=O)[O-])ccc12)c1ccccc1 (configuration not stated)	-1.9	-3%	6%	0%	-1%	-1%	i	-7%	0.0%
17	N=c1oc2ccccc2cc1-c1nc(-c2ccccc2)cs1	-1.9	3%	45%	16%	-21%	17%	i	2%	?
18	CCn1c2ccccc2c2cc(NC(=O)COc3ccccc3)ccc21	2.1	10%	?	0%	-2%	1%	i	-32%	1.2%[9.22 µM]
19	COc1cccc(C(CC(=O)NCc2ccco2)NS(=O)(=O)c2ccc(C)cc2)c1OC (configuration not stated)	-0.2	-1%	-20%	13%	0%	-6%	i	9%	0.3%
20	CCCCNC(=O)Nc1cc(C(F)(F)F)c[nH]c1=O	-2.8	0%	-12%	4%	1%	-11%	.	5%	-0.7%
21	c1ccc(Nc2ccccn2)cc1	-5.1	5%	11%	5%	-2%	-2%	i	4%	-0.8%
22	Cc1onc(-c2ccccc2)c1C(=O)N1CCN(c2ccccc2F)CC1	-1.4	-2%	-27%	33%[activator]	3%	-26%	i	?	-0.8%
23	COc1ccccc1OCCNc1cc(N2CCOCC2)ccc1[N+](=O)[O-]	-1.8	11%	-5%	-5%	0%	0%[1.84 µM]	i	-5%	0.2%
24	O=C(Nc1ccccc1)c1ccccc1NC(=O)c1ccccc1[N+](=O)[O-]	-4.7	16%	?	17%	.	-1%	i	-6%	-0.2%
25	CCCOc1ccc(C(=O)CCC(=O)NNC(=O)Cn2nc(C)cc2C)cc1	-1.1	-1%	-1%	1%	0%	-2%	i	5%	0.1%
26	CCC1CN(C(=O)N2CCC(C(=O)NCc3ccc(C)o3)CC2)c2cc(C)ccc2O1 (configuration not stated)	-0.9	-3%	-15%&-7%	?	0%	1%&0%	i	4%	2.9%&4.2%
27	Cc1cccc(NC(=O)CCc2nc3sc4c(c3c(=O)[nH]2)CCCC4)n1	-1.5	12%	-22%	-11%	0%	15%	i	-4%	3.0%
28	COc1ccc(C2NC(=O)N(C)C3=C2C(=O)N(c2ccccc2)C3)cc1 (configuration not stated)	.	.	0%	8%	.	-13%	.	.	-0.4%
29	C/C(Cl)=C/Cn1c(=O)c2c(nc(Br)n2Cc2ccccc2)n(C)c1=O	-0.3	2%	.	6%	1%	5%	i	0%	2.5%
30	CC(=O)Cc1nsc(NC(=O)c2ccc(-c3cc(C(F)(F)F)ccc3Cl)o2)n1	-1.6	-4%	-13%	-8%	1%	-2%[1.84 µM]	i	-1%	0.7%
31	CCn1c(Cc2c(C)[nH]c3ccccc23)nnc1SCC(N)=O	1.8	11%	?	?	0%	6%	i	0%	-0.1%
32	O=C(NC(CSCc1ccccc1)C(=O)N/N=C/c1ccc(O)cc1O)c1ccc([N+](=O)[O-])cc1 (configuration not stated)	-1.8	12%	.	?	1%	-13%	i	-7%	-0.1%
33	Cc1cccc(C)c1NC(=O)CSc1nc(-c2cccs2)cc(C(F)(F)F)n1	.	.	-10%	5%	.	-20%	.	.	0.4%
34	CCO[C@@H]1OC(C(=O)Nc2ccccc2)=C[C@H](C)[C@H]1CCCO	0.3	-7%	10%	12%	.	-4%	i	4%	-0.2%
35	CN(C)C1(CNC(=O)C2CCN(S(=O)(=O)c3cc(Cl)ccc3Cl)CC2)CCCCC1	0.0	4%	11%	-6%	-14%	7%	i	-2%	0.1%
36	O=C(NCc1ccccc1)c1cc(-n2cnnc2)ccc1Cl	-0.2	5%	.	14%	1%	-1%	i	-2%	-0.5%
37	CC1=C(C(=O)N(C(C)C)C(C)C)CC(CC(=O)NCCN2CCOCC2)C(=O)N1CCCN1CCCC1=O (configuration not stated)	-0.1	4%	.	1%	.	.	i	6%	-0.5%
38	CSc1nc2[nH]c3c(c2c2nncn12)CC(C)(C)OC3	-2.9	0%	.	-2%	-1%	0%	i	2%	0.0%
39	O=C(N[C@@H](Cc1ccccc1)C(=O)OCc1ccccc1)c1nc[nH]c1C(=O)NC(c1ccccc1)c1ccccc1	-5.5	16%	-10%	-15%	.	-4%	i	8%	0.5%
40	COc1ccc(C(=O)Nc2nccs2)cc1	0.3	9%	?	4%	1%	-2%	i	2%	0.1%
41	CCOC(=O)c1sc(NC(=O)c2cc3n(n2)C(C(F)(F)F)CC(c2cccs2)N3)c(C(=O)OCC)c1C (configuration not stated)	-3.4	-7%	.	2%	1%	13%	i	-3%	-0.7%
42	COC(=O)C(NS(C)(=O)=O)(c1c(C)[nH]c2ccccc12)C(F)(F)F (configuration not stated)	1.4	2%	-10%	0%	-2%	0%	i	1%	0.1%
43	COc1ccc(OCCCCN(C)Cc2ccccc2)cc1	2.1	5%	7%	-1%	-1%	3%	i	11%	-0.8%
44	COc1cccc(C2CC(c3ccccc3OC)n3nc(N)nc3N2)c1 (configuration not stated)	-2.6	15%	-23%	-12%	0%	19%	i	28%	1.4%
45	CC(=O)c1cc(C#N)c(Oc2cccc(C(F)(F)F)c2)nc1C	-0.4	-21%	.	29%	-11%	-4%	i	-3%	1.3%
46	CCOc1ccc(CNC(=O)CCC(=O)N2Cc3cccc(OC)c3Oc3ncccc32)cc1	-2.0	12%	2%	-3%	-4%	0%	.	0%	-0.2%
47	Cc1ccn2c(NC3CCCC3)c(-c3cccs3)nc2c1	-1.2	27%	3%	-10%	-1%	6%	i	-21%	2.8%
48	COC(=O)c1[nH]c2ccccc2c1NC(=O)CN1CCC(C(N)=O)(N2CCCCC2)CC1	-0.6	-1%	.	8%	-1%	-6%	i	?	2.3%
49	COc1cc(NC2c3ccccc3C(=O)N2Cc2ccc3c(c2)OCO3)cc(OC)c1OC (configuration not stated)	0.1	17%	-1%	-6%	-4%	7%	i	-16%	-1.0%
50	Cc1c(Cl)cccc1NC(=O)Nc1c[nH]c(=O)[nH]c1=O	.	.	-13%	11%	.	-6%	.	.	-0.1%
51	COc1ccc(C(=O)Nc2cccc(/C=C/c3nc4ccccc4c(=O)[nH]3)c2)cc1	-1.7	5%	?	?	0%	-20%	i	7%	5.5%
52	CCN(CC)S(=O)(=O)c1ccc(N2CCCCC2)c(NC(=O)C2CSC3(C)CCC(=O)N23)c1 (configuration not stated)	-0.6	7%	.	-6%	.	.	i	-14%	-0.8%
